Tb MetRS inh = Trypanosoma brucei MetRS inhibition; purified T. brucei MetRS, ATP depletion, Kinase-Glo luminescence; inhibition, % at 11.9 µM; hit rate 0.4% among 360,000; AID 624268;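 active = inhibition above a per-plate cutoff of the control wells' mean inhibition plus 3 SD, cut at about 5.5% in these data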;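 note: 0% = DMSO wells median and 100% = median of wells with control inhibitor compound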
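Material – parasite MetRS enzyme · Medium – HEPES-MgCl2-KCl buffer plus DTT, spermine, BSA, pyrophosphatase · Reagent – ATP, methionine and E. coli bulk tRNA substrates · Times – 15 min enzyme-compound preincubation, 2 h reaction, 10 min detection, 25 °C · Measured by – luminescence of leftover ATP · Evaluation – percent inhibition relative to median high and low control wells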
Neddylation inh = inhibitors of human cullin neddylation. TR-FRET cullin neddylation, biochemical. calls only at 25 µM. hit rate 0.58% among 360,000; in the data active = inhibition above about 36%
STEP inh = inhibitors of human striatal-enriched phosphatase STEP. recombinant STEP, OMFP fluorogenic substrate, fluorescence. inhibition, % at 20 µM. hit rate 0.25% among 360,000. AID 588621;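 active = inhibition at 20 µM, scaled per plate between control wells, above about 37%, limit read from the data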;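 note: 0% = DMSO with enzyme and substrate and 100% = substrate only without enzyme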
Target sequence (P54829 whole entry, looked up): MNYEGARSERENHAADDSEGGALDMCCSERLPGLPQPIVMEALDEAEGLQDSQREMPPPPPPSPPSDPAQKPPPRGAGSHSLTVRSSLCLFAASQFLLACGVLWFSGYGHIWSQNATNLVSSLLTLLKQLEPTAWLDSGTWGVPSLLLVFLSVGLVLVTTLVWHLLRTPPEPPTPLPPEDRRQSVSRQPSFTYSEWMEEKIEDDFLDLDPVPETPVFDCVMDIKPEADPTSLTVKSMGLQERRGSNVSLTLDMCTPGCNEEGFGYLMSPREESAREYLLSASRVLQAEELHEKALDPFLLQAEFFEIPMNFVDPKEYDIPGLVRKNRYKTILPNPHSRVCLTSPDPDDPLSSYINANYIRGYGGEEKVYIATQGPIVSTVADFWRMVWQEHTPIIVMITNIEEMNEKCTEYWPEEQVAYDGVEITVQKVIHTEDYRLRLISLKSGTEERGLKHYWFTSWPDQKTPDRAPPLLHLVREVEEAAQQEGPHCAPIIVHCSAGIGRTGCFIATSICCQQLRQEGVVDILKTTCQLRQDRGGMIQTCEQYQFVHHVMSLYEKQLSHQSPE
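System: STEP (striatal-enriched tyrosine phosphatase) enzyme, cell-free; medium: Bis-Tris pH 6.0 buffer with DTT, detergent; dosing: 20 µM, 1% DMSO; times: reaction 20 min, ambient temperature; detection: fluorescence, 480/540 nm; read-out basis: normalized % inhibition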
SKN-1 block = C. elegans SKN-1 inhibition; C. elegans VP596 Pgst-4::GFP/RFP ratio, acrylamide-induced, 24 h; inhibition, % at 21.8 µM; hit rate 0.49% among 360,000; AID 624304;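 active = interference check ratio from 0.5 to 1.5 plus GFP to RFP signal ratio inhibition reaching or exceeding a fixed threshold, cut at about 30% in these data, passing the limit was not always enough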; note: some compounds called inactive have numbers as strong as hits
SUMO1-SIM PPI = alters human SUMO1 binding to SIM partners; SUMO1 binding to a labelled peptide, TR-FRET, 1 h; inhibition, % at 20 µM; hit rate 0.33% among 360,000; AID 602429; in the data active = inhibition above about 37%
Target sequence (P63165 whole entry, looked up): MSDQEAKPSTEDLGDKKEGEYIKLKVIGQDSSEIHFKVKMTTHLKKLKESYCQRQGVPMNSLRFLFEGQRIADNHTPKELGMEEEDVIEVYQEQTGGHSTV
LMPTP block = blocks human LMPTP phosphatase | inhibition, % at 20 µM | P24666 | hit rate 0.22% among 360,000 | AID 651560 | recombinant LMPTP-A, OMFP fluorogenic substrate, fluorescence intensity;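 active = compounds that cut the enzyme signal by at least half of the control window in the single-dose screen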;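 note: plate controls were DMSO wells with enzyme plus substrate for no effect and substrate without enzyme for full effect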
Target sequence (P24666 whole entry, looked up): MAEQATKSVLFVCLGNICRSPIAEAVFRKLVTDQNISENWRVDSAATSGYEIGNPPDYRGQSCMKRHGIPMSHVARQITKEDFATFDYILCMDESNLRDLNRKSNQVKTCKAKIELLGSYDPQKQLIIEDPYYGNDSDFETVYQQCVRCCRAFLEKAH
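Test system: LMPTP-A phosphatase enzyme. Amount: LMPTP-A at 0.625 nM final in the reaction. Reagent: OMFP substrate, 400 µM final. Times: 50 min at room temperature. Signal: endpoint fluorescence intensity from OMFP dephosphorylation. Read-out basis: % inhibition. Benchmarks: no-enzyme and uninhibited controls.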
DNMT1 block = inhibitors of human DNMT1; P26358; DNMT1 molecular beacon, Hinp1I cleavage, fluorescence; inhibition (reported as % activation of signal), % at 10 µM; hit rate 0.83% among 360,000; in the data active = inhibition above about 50%
Scp1 inh = blocks human Scp-1 phosphatase activity | hit rate 0.88% among 340,000 | Q9GZU7 | inhibition, % at 20 µM | Recombinant Scp1, phosphopeptide, malachite green phosphate absorbance;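 active = inhibition above about 50% at 20 µM, limit read from the data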;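 note: plate controls were DMSO wells with enzyme for no effect and wells lacking enzyme for full effect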
Target sequence (Q9GZU7 76-261 limits assumed): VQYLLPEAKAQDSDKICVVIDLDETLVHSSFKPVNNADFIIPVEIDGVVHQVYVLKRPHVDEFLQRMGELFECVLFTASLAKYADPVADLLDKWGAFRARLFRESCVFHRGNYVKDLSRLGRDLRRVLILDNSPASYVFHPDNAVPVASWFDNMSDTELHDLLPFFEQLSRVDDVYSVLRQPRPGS
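Material: truncated SCP-1 phosphatase (76-261aa) / Buffer or medium: 50 mM Tris acetate pH 5.5, 0.005% Tween-20, 10 mM MgCl2 / Compound dosing: one concentration, 20 µM, with 1.0% DMSO / Incubation: 45 min room-temperature reaction, 5 min colour, 30 min stabiliser / Detection: colorimetric free-phosphate detection, absorbance 630 nm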
NadD inh = inhibitors of Staphylococcus aureus NadD; purified NadD enzyme, colorimetric absorbance read-out; inhibition, % at 20 µM; hit rate 0.78% among 360,000; in the data active = inhibition above about 26%; note: some compounds past the cut are filed as inactive
NRP1-CendR mod = alters CendR peptide binding to human NRP-1 | hit rate 0.85% among 360,000 | inhibition, % at 25 µM | O14786 | FAM-RPARPAR peptide binding to NRP-1, fluorescence polarization | AID 602438;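 active = inhibition or corrected inhibition above about 18%, plus a signal ratio from 0.5 to 1.5, limit read from the data, passing the limit was not always enough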; note: strong numbers were not always called active
Starred values were filed as active, the others as inactive; i = inactive; . = not tested or not shown.

SMILES	Tb MetRS inh	Neddylation inh	STEP inh	SKN-1 block	SUMO1-SIM PPI	LMPTP block	DNMT1 block	Scp1 inh	NadD inh	NRP1-CendR mod
O=C(NCc1ccc(F)cc1)c1cc(-c2ccco2)on1	-0.2	i	-3	11	-5	0.9	-6	0	-6	-15
COc1cc(OC)cc(-c2c(C#Cc3ccsc3)c3cc(-c4ccc(C(N)=O)cc4)ccc3n2C)c1	-0.5	.	0	-2	5	3.2	-23	46	23	2
COc1ccc(S(=O)(=O)N2CCCC(C(=O)NCCC(C)C)C2)cc1 (stereo unspecified)	-0.1	i	0	6	-1	0.7	-1	-3	8	21
C=CCn1c(-c2cc(-c3ccc(C)cc3)nc3ccccc23)n[nH]c1=S	0.3	i	-2	13	7	2.5	-1	-3	5	-12
CC(=O)Nc1ccc(S(=O)(=O)NC2=C(N3CCN(c4ccc(F)cc4)CC3)C(=O)c3ccccc3C2=O)cc1	0.4	i	4	-9	-12	4.1	-28	-3	-1	1
CCc1nc(SCC(=O)Nc2nccs2)c2oc3ccccc3c2n1	-0.8	i	-2	16	2	1.1	41	7	-4	-11
Cn1cc(C=CC(=O)O)c2nccnc21	-0.1	i	1	2	-14	0.5	2	.	-1	1
CN(Cc1cn(C)nc1-c1ccccc1F)Cc1nccn1C	-0.6	i	-4	-5	4	-0.6	2	0	-1	-12
O=C(O)c1ccc(/C=N/Nc2ccc(C(F)(F)F)cn2)cc1	-0.7	i	0	-4	5	-0.4	0	-6	5	1
Cc1ccc(-n2nnnc2SCC(=O)NC2CCCc3ccccc32)cc1 (stereo unspecified)	0.1	i	-1	5	-1	1.3	-3	-6	-2	-8
CC1(C2CCC3(C)OC3C2)CO1 (stereo unspecified)	-2.1	i	0	25	0	-0.7	1	-1	1	-3
COc1ccc(CNC(=S)NC(C)CCc2ccccc2)cc1 (stereo unspecified)	0.0	i	3	-5	-4	-0.1	-2	-7	-9	-8
CC1=NN(c2ccccc2)C(=O)C1C(=O)c1ccc([N+](=O)[O-])cc1 (stereo unspecified)	0.1	i	2	-7	-18	-0.9	-4	-9	2	3
COc1ccc(NC(=O)c2cc3ccccc3oc2=O)c(OC)c1	0.8	i	-1	-2	-5	-0.9	7	-5	3	-2
O=C(Cc1cc(=O)[nH]c(=O)[nH]1)NCc1ccc(Cl)cc1	1.4	i	-4	12	-2	-0.3	0	-9	-2	-8

Reprinted at random: two compounds from above
SMILES	Tb MetRS inh	Neddylation inh	STEP inh	SKN-1 block	SUMO1-SIM PPI	LMPTP block	DNMT1 block	Scp1 inh	NadD inh	NRP1-CendR mod
Cn1cc(C=CC(=O)O)c2nccnc21	-0.1	i	1	2	-14	0.5	2	.	-1	1
CC1(C2CCC3(C)OC3C2)CO1 (stereo unspecified)	-2.1	i	0	25	0	-0.7	1	-1	1	-3

New compounds follow
SMILES	Tb MetRS inh	Neddylation inh	STEP inh	SKN-1 block	SUMO1-SIM PPI	LMPTP block	DNMT1 block	Scp1 inh	NadD inh	NRP1-CendR mod
C=CCn1c(N2CCCCCC2)nc2c1c(=O)[nH]c(=O)n2C	-0.5	i	-3	12	-5	-1.1	-4	-5	2	-8
CNS(=O)(=O)c1cc(-c2nnc(Nc3ccc(NC(C)=O)cc3)c3ccccc23)ccc1C	-0.9	i	0	15	-4	0.1	-2	-12	3	5
CCCCN(C(=O)CSc1n[nH]c(-c2ccc(C)cc2)n1)c1c(N)n(CCCC)c(=O)[nH]c1=O	-0.1	i	0	8	-1	0.7	0	-4	7	13
O=C(NCc1ccco1)/C(=C\c1ccco1)NC(=O)c1ccccc1Cl	0.3	i	2	-3	-5	-1.1	1	-5	-3	10
CN(C(=O)c1ccc(COc2ccccc2Br)o1)c1ccccc1	-0.5	i	2	4	-2	0.1	1	1	-7	0
CCc1cccc(CC)c1N1C(=O)C2=C(SCCCS2)C1=O	-0.1	i	-3	23	2	-1.2	2	.	-6	0
Fc1cccc(-c2nn[nH]n2)c1	-0.1	i	-15	11	0	-1.0	4	0	-3	0
COc1ccc(N=NC2=C(O)CC(C)(C)CC2=O)cc1	-0.7	i	0	-26	-31	1.0	4	-2	-8	-6
O=C(NCc1ccncc1)C(=O)Nc1nccs1	-0.6	i	0	-6	1	-2.6	3	-4	2	6
CCC1(c2ccccc2)NC(=O)N(CC(=O)Nc2ccc(OC)nc2)C1=O (stereo unspecified)	-0.1	i	-9	-2	-1	-1.6	6	1	-4	107
Cc1cnnc2ccc3c(no[n+]3[O-])c12	-0.6	i	0	21	-8	-0.4	-3	4	-8	0
CCCCNC(=O)CSc1nnc(-c2ccco2)n1C	-1.3	i	-1	5	0	0.5	-2	0	-2	-3
CN(CC(=O)NCCCN1CCOCC1)S(=O)(=O)c1ccc(Br)cc1	-0.1	i	-1	-12	-2	-2.8	0	-3	3	3
NC(=O)C1CCN(CC(=O)Nc2ccccc2Sc2ccccc2)CC1	-0.8	i	3	0	1	0.1	-3	6	-3	-2
Cc1nc2ccccc2c(=O)n1-c1ccc(F)c(NC(=O)c2cccs2)c1	-0.3	i	-2	8	5	-0.9	0	3	-4	7
O=S(=O)(N1CCCCC1)n1nnc2ccccc21	-0.6	i	-3	4	1	-0.6	1	-9	-1	4
Cc1ccccc1CS(=O)(=O)Cc1ccc(C(=O)NC2CCCCC2)o1	-0.7	i	1	-21	-1	0.3	0	1	-10	2
CCOC(=O)C(CSCc1ccccc1)NC(=O)OC(C)(C)C (stereo unspecified)	-0.3	i	-2	3	3	0.2	1	-2	2	16
Cn1nnnc1SCC(=O)N1CCN(S(=O)(=O)c2ccccc2)CC1	0.0	i	0	-6	1	-0.4	-3	-3	1	7
COc1ccc(Nc2cc(Sc3ccc(OC)cc3)ncn2)cc1	0.1	i	6	7	4	-0.1	-5	-6	-4	2
Cn1nccc1/C=C(/C#N)S(=O)(=O)c1ccccc1	-0.1	i	-4	0	-1	-0.3	-1	-9	1	-6
CCCCCC(=O)O/N=C(\C)c1ccn(S(=O)(=O)c2ccccc2)c1	-1.4	i	0	30	-3	4.6	3	-22	1	-3
Cn1c(SCC(=O)Nc2sccc2C#N)nnc1C1CC1	-0.3	i	0	14	11	0.9	12	10	-1	-15
O=C(NNC(=O)c1ccc(Cl)c(Cl)c1)c1cccnc1	0.2	i	2	15	3	-0.9	0	13	1	-4
CCCN1CCC(=O)N([C@H](CN=[N+]=[N-])Cc2ccccc2)CC1	0.0	i	0	10	-3	0.2	-1	-3	2	12
CCCCOC(=O)Nc1ccc(S(=O)(=O)Nn2cnnc2)cc1	-0.5	i	-3	13	1	-2.4	4	-6	0	4
CCc1cc2cccc(C)c2nc1SCC(=O)N1CCN(C(=O)c2ccco2)CC1	0.0	i	10	-16	0	1.5	-5	2	10	3
Cc1nc(NC(=S)NC(=O)c2cccs2)ccc1Br	0.6	i	-3	-1	2	-2.3	0	-12	2	1
O=C1c2ccccc2C(=O)N1CCCCON1C(=O)c2ccccc2C1=O	0.3	i	-4	5	-10	-0.9	-1	-10	-7	-16
CCOC(=O)N1CCc2c(sc3nc4n(c(=O)c23)N=C(c2ccc(OC)cc2)CS4)C1	-0.1	i	3	14	-2	-2.0	-2	-7	2	-15

Arranged by value in DNMT1 block (descending): 6 of the compounds above
molecule | DNMT1 block
Cn1c(SCC(=O)Nc2sccc2C#N)nnc1C1CC1 | 12
CCCCCC(=O)O/N=C(\C)c1ccn(S(=O)(=O)c2ccccc2)c1 | 3
CCOC(=O)C(CSCc1ccccc1)NC(=O)OC(C)(C)C (stereo unspecified) | 1
Cc1nc(NC(=S)NC(=O)c2cccs2)ccc1Br | 0
Cn1nccc1/C=C(/C#N)S(=O)(=O)c1ccccc1 | -1
COc1ccc(Nc2cc(Sc3ccc(OC)cc3)ncn2)cc1 | -5

Continued:
SMILES	Tb MetRS inh	Neddylation inh	STEP inh	SKN-1 block	SUMO1-SIM PPI	LMPTP block	DNMT1 block	Scp1 inh	NadD inh	NRP1-CendR mod
CCN1CC(CN(C)Cc2nc(-c3ccco3)oc2C)CC1=O (stereo unspecified)	0.0	i	-3	-17	4	0.8	6	-4	1	-2
COc1cc(OC)c(NC(=O)c2ccc(Br)o2)cc1Cl	-0.7	i	2	12	2	0.4	-5	-7	-1	1
CC1(C(=O)NS(=O)(=O)c2ccc(F)cc2F)CCN1C(=O)C/C=C/c1ccccc1 (stereo unspecified)	-0.1	i	-5	-9	4	-0.6	-1	.	0	-3
CCn1c(=O)n(CC(=O)Nc2ccc(F)cc2)c(=O)c2ccccc21	-0.6	i	-1	-1	-2	-0.2	-3	-4	-4	-9
CCOC(=O)c1ccc(Oc2c(C)oc3cc(OS(C)(=O)=O)ccc3c2=O)cc1	-0.4	i	0	6	0	0.1	1	-4	-1	3
CC1(C)N=C(N)N=C(N)N1c1ccc(OCC(=O)N2CCOCC2)cc1	-0.3	i	-2	8	2	-1.4	-1	.	-4	10
O=C1c2cccnc2C(=O)N1Cc1ccc(F)cc1	0.5	i	0	12	-7	-0.9	-3	-4	-7	12
COc1c(OC)c(O)c2c(=O)c(O)c(-c3ccccc3)oc2c1OC	0.9	i	5	2	-18	3.2	0	-16	0	-6
CCCN1CCC(Oc2cccc(C(=O)NCCc3ccccc3)c2)CC1	-0.3	i	2	-23	-5	2.9	1	2	-8	5
COc1cc(SC)ccc1C(=O)N(Cc1ccccc1)c1ccccn1	-0.4	i	-5	-2	2	0.4	2	-4	-2	-4
COc1cccc(C(C#N)N2N=C(C)CC2(C)C)c1O (stereo unspecified)	-0.7	i	1	6	-2	-1.5	-1	-8	-6	6
CCCCc1cc(=O)oc2c(C)c(OCC(=O)N3CCC(C(=O)O)(c4ccccc4)CC3)ccc12	0.5	i	3	11	17	-1.0	-3	1	9	-5
CCC(C)N(C(=O)COC(=O)CN=C1NS(=O)(=O)c2ccccc21)C1CCS(=O)(=O)C1 (stereo unspecified)	-0.5	i	0	1	1	-1.3	3	-10	-5	-2
O=C(Nc1ccc(N2CCOCC2)cc1)c1csc(COCCO)n1	-0.1	i	2	15	2	-1.4	-2	.	-2	2
NC(=O)c1nc[nH]c1C(=O)Nc1cccc(C(F)(F)F)c1	-0.2	i	-1	9	9	-2.6	4	-6	-4	12
O=C(NCc1nc2ccccc2[nH]1)c1cccs1	2.2	i	1	9	-4	-1.6	6	-8	2	10
Cn1cc(S(=O)(=O)N2CCC(C(N)=O)CC2)c(=O)n(C)c1=O	-0.4	i	1	-8	0	-1.8	1	-1	-8	4
CCCCNC(=O)c1nc(-c2cnccn2)oc1-c1ccc(Cl)cc1	-0.3	i	.	16	-23	0.5	.	.	.	0
Cc1ccc(-c2noc(Cn3nc(C(=O)O)c4ccccc4c3=O)n2)cc1	-0.9	i	1	9	-5	0.2	-1	-10	-11	4
CC(=O)OCC(OC(C)=O)C(OC(C)=O)C(OC(C)=O)C(=O)Nc1ccc(C)cc1C (stereo unspecified)	-0.5	i	-5	5	-5	-0.3	-4	0	5	2

Bioassay records deposited in PubChem BioAssay by several laboratories.
